From PubChem
Vif imaging – blocks HIV Vif function; actives 0.35% (n = 340,000); HEK293T cells, Vif self-association by quenched fluorescence, imaging, 24 h; inhibition, % at 7.49 µM; in the data active = inhibition above about 50%, passing the limit was not always enough; also: some results filed as inactive read as strong as hits
ABHD5-PLIN5 inh – ABHD5-PLIN5 protein interaction inhibition; Q00G26+Q8WTS1; Split G. princeps luciferase complementation, luminescence, 4 h; inhibition, % at 4 µM; actives 0.78% (n = 360,000); AID 602281;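 active = inhibition above the mean inhibition across every tested compound plus 3 SD, cut at about 22% in these data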;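 also: 0% = DMSO only wells and the 100% control is not disclosed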
N-glyco inh – blocks N-linked glycosylation in D54 reporter cells; D54 ERlucT glycosylation luciferase reporter, 24 h; percent of 100 nM tunicamycin response; reporter increase, % at 12.5 µM; actives 0.23% (n = 360,000);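 active = mean luciferase reporter signal, scaled so untreated is 0 and the glycosylation-blocking control 100, at or above a set limit in every replicate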;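 also: luciferase carries N-glycosylation sites so blocking glycosylation raises the light; 0% = median of neutral control wells and 100% = median of 100 nM tunicamycin wells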
TLR9-MyD88 block – blocks human TLR9 binding to MyD88; Q9NR96+Q99836; CHO BLA complementation TLR9-MyD88, CCF4 FRET ratio; inhibition, % at 4.98 µM; actives 0.21% (n = 340,000);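 active = inhibition above the mean over all tested compounds plus 3 SD, cut at about 21% in these data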;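 also: 0% = DMSO only wells and 100% = clavulanate BLA inhibitor control wells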
MC4R barr agon – agonists of human melanocortin 4 receptor (MC4R) beta-arrestin; AID 540308; U2OS MC4R beta-arrestin complementation, luminescence; percent of melanotan II response, DMSO zero; actives 0.98% (n = 360,000); activation, % at 8.9 µM;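 active = activation above a per-plate cutoff, the mean activation of sample wells on that plate plus 3 SD, cut at about 8% in these data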
ABCB6 inh MLPCN – human ABCB6 transporter inhibition | K562-ABCB6 porphyrin accumulation, flow cytometry, 1 h; hits give low values | actives 0.19% (n = 360,000) | fluorescence ratio to DMSO, % at 10 µM | AID 602162 | Q9NP58;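 active = fluorescence ratio to DMSO below 75%, the collection mean minus 3 SD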;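 also: signal is porphyrin accumulated inside mitochondria; 100% equals median channel fluorescence of DMSO control wells; lower ratio means ABCB6 inhibition with less porphyrin fluorescence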
Target sequence (Q9NP58 whole entry, looked up): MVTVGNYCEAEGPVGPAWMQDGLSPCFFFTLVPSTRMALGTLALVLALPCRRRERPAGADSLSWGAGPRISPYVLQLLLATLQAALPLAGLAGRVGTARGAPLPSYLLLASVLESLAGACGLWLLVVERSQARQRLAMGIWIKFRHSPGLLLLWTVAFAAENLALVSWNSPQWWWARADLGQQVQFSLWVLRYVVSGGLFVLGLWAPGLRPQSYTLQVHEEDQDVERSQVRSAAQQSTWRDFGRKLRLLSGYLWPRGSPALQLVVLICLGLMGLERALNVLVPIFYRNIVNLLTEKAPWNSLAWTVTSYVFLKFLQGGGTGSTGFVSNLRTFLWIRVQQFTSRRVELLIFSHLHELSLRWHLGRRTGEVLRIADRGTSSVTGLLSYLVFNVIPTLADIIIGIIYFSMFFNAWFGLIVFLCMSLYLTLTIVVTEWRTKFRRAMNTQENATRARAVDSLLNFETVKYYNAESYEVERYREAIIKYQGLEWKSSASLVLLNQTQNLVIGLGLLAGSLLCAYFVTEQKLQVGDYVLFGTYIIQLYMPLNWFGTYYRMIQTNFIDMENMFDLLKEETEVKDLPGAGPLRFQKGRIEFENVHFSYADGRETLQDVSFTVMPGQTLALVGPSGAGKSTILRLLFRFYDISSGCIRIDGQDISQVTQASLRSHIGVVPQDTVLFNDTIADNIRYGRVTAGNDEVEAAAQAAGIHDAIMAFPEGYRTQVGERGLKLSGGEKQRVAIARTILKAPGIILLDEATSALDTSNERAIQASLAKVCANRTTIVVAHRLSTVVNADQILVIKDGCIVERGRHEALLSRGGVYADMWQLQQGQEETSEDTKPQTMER
Exocytosis inh – lytic granule exocytosis inhibition; actives 0.66% (n = 360,000); TALL-104 LAMP-1 surface exposure, flow cytometry; cells stimulated with thapsigargin and PMA; inhibition, % at 10 µM;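 active = inhibition above about 55%, limit read from the data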
aDG glyco act – increases alpha dystroglycan glycosylation | AID 624168 | activation, % at 10 µM | Pro5-aDG cells, alpha-DG glycosylation AlphaScreen (IIH6); 0% Pro5, 100% B10-LARGE cell signal | actives 0.22% (n = 360,000);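 active = activation of at least 8% versus controls, or a plate z-score of at least 8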;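 also: Pro5 are CHO cells carrying HIG-tagged alpha-DG that lacks glycosylation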
NOD2-RIPK2 inh – NOD2-RIPK2 protein interaction inhibition; O43353; CHO BLA complementation NOD2-RIPK2, CCF4 ratio; inhibition, % at 4.98 µM; actives 0.38% (n = 360,000); in the data active = inhibition above about 21%;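 also: 0% = vehicle only and 100% = reference blocker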
MC4R antag cAMP – human MC4R antagonism in cAMP assay | P32245 | MC4R-expressing cells, MTII-stimulated cAMP, LANCE TR-FRET | inhibition, % at 6.5 µM | actives 0.48% (n = 360,000);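 active = inhibition above its plate's cutoff, the mean of tested wells on that plate plus 3 SD, cut at about 29% in these data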;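 also: 0% = Melanotan II alone and 100% = Melanotan II plus saturating MCL0020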
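Test system: U2OS cells stably expressing human melanocortin 4 receptor (MC4R); also added: Melanotan II challenge; compound: 6.5 µM single dose; timing: 30-min compound preincubation, 1-h Melanotan II challenge, 1-h detection, room temperature; signal: Eu-cAMP/anti-cAMP TR-FRET, emission 671 nm; repeats: one well per compound, no replicates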
* hit, by the source's call. Some of the compounds tested; the hit share may differ from the screen's.

For Cc1onc(-c2ccccc2Cl)c1C(=O)N(Cc1ccccc1)C(C)C the results were Vif imaging -8.0, ABHD5-PLIN5 inh -5.9, N-glyco inh -1.1, TLR9-MyD88 block -11.2, MC4R barr agon -0.7, ABCB6 inh MLPCN 100.0, Exocytosis inh -3.6, aDG glyco act 0.1, NOD2-RIPK2 inh -11.3 and MC4R antag cAMP 9.0.
`CN(/N=C/c1ccc(O)cc1O)c1ncc(C(F)(F)F)cc1Cl` gave Vif imaging -5.1, ABHD5-PLIN5 inh -3.8, N-glyco inh 5.2, TLR9-MyD88 block 8.8, MC4R barr agon 4.9, ABCB6 inh MLPCN 96.0, Exocytosis inh -13.7, aDG glyco act 0.0, NOD2-RIPK2 inh -7.7 and MC4R antag cAMP 9.6.
O=C(CN(C(=O)c1csnn1)c1ccccc1F)NC1CCCCC1 was read as Vif imaging 0.0, ABHD5-PLIN5 inh -4.0, N-glyco inh -0.4, TLR9-MyD88 block -19.1, MC4R barr agon -1.8, ABCB6 inh MLPCN 98.0, Exocytosis inh 5.0, aDG glyco act 0.0, NOD2-RIPK2 inh 7.0 and MC4R antag cAMP 7.1.
CCOC(=O)C1(Cc2ccc(O)cc2)NC(c2ccco2)C2C(=O)N(c3ccccc3F)C(=O)C21 (configuration not stated) was read as Vif imaging 0.2, ABHD5-PLIN5 inh 11.9, N-glyco inh -0.4, TLR9-MyD88 block -0.3, MC4R barr agon -0.6, ABCB6 inh MLPCN 94.0, Exocytosis inh -0.7, aDG glyco act 0.3, NOD2-RIPK2 inh -7.8 and MC4R antag cAMP 2.8.
For O=C(Nc1cccc(-c2nnc(-c3ccccc3)o2)c1)c1ccc(Br)o1 the results were ABHD5-PLIN5 inh 2.7, N-glyco inh 1.7, TLR9-MyD88 block -2.2, MC4R barr agon 3.6, ABCB6 inh MLPCN 97.0, Exocytosis inh -6.1, aDG glyco act 0.2, NOD2-RIPK2 inh 1.9 and MC4R antag cAMP 1.7.
Screening O=C(c1cccc(S(=O)(=O)NCc2ccccc2)c1)N1CCN(Cc2ccccc2)CC1 returned Vif imaging 6.2, ABHD5-PLIN5 inh -2.1, N-glyco inh -4.1, TLR9-MyD88 block -5.3, MC4R barr agon -1.1, ABCB6 inh MLPCN 91.0, Exocytosis inh -1.5, aDG glyco act 0.2, NOD2-RIPK2 inh -12.2 and MC4R antag cAMP 12.2.
COCCNC(=O)C1(C)Cc2c(-c3cccc(NC(C)=O)c3)ccnc2O1 (configuration not stated) was read as ABHD5-PLIN5 inh 7.0, N-glyco inh 13.2, MC4R barr agon 1.4, ABCB6 inh MLPCN 95.0, Exocytosis inh 1.2, aDG glyco act 0.8, NOD2-RIPK2 inh -5.0 and MC4R antag cAMP -9.0.
COc1ccc(Cl)cc1NC(=O)Nc1ccccc1SC was read as Vif imaging 8.2, ABHD5-PLIN5 inh 0.4, N-glyco inh -1.6, TLR9-MyD88 block 3.4, MC4R barr agon 1.2, ABCB6 inh MLPCN 94.0, Exocytosis inh 0.2, aDG glyco act 0.3, NOD2-RIPK2 inh -1.8 and MC4R antag cAMP 6.6.
COC(=O)CSc1ncc(C#N)c(N)n1 was read as Vif imaging -4.7, ABHD5-PLIN5 inh 9.6, N-glyco inh 0.3, TLR9-MyD88 block 4.8, MC4R barr agon -0.5, ABCB6 inh MLPCN 83.0, Exocytosis inh 0.2, aDG glyco act -0.3, NOD2-RIPK2 inh -4.6 and MC4R antag cAMP 5.2.
`Cc1ccc(Nc2nc(C)cc(C)c2C#N)c(C)c1` gave Vif imaging 5.4, ABHD5-PLIN5 inh 1.1, N-glyco inh 3.7, TLR9-MyD88 block -13.5, MC4R barr agon -0.8, ABCB6 inh MLPCN 80.0, Exocytosis inh -3.6, aDG glyco act -0.2, NOD2-RIPK2 inh -1.0 and MC4R antag cAMP 0.7.
For Cc1cc(OCC(=O)Nc2ccccc2C)no1 the results were ABHD5-PLIN5 inh -0.7, N-glyco inh 1.1, TLR9-MyD88 block -4.8, MC4R barr agon -1.7, ABCB6 inh MLPCN 101.0, Exocytosis inh 3.3, aDG glyco act -0.1, NOD2-RIPK2 inh -5.7 and MC4R antag cAMP 5.4.
For CC(C)(C)OC(=O)C[C@@H]1C/C=C\C[C@@H](CC(=O)N[C@H](CO)Cc2ccccc2)C(=O)N2CCC[C@@H]2COC1=O the results were Vif imaging -13.4, ABHD5-PLIN5 inh -6.0, N-glyco inh 2.1, TLR9-MyD88 block -5.7, MC4R barr agon -1.8, ABCB6 inh MLPCN 99.0, Exocytosis inh 13.3, aDG glyco act -0.1, NOD2-RIPK2 inh -8.3 and MC4R antag cAMP 2.0.
OC1(c2cccs2)CN(c2ccc(Cl)cc2)C2=[N+]1CCCC2 (configuration not stated) was read as Vif imaging -5.5, ABHD5-PLIN5 inh 3.8, N-glyco inh -0.2, TLR9-MyD88 block -3.0, MC4R barr agon -1.7, ABCB6 inh MLPCN 99.0, Exocytosis inh 5.1, aDG glyco act 0.0, NOD2-RIPK2 inh -18.3 and MC4R antag cAMP 24.3.
`CCSc1nc(-c2ccco2)ccc1C#N` gave Vif imaging 4.6, ABHD5-PLIN5 inh 16.1, N-glyco inh 2.7, TLR9-MyD88 block 10.7, MC4R barr agon 1.8, ABCB6 inh MLPCN 111.0, Exocytosis inh 1.3, aDG glyco act 0.2, NOD2-RIPK2 inh -0.1 and MC4R antag cAMP 14.2.
Screening O=c1nc2n(c3cccc(Cl)c13)CCCCC2 returned Vif imaging -3.5, ABHD5-PLIN5 inh -2.3, N-glyco inh 0.4, TLR9-MyD88 block -1.1, MC4R barr agon -0.3, ABCB6 inh MLPCN 91.0, Exocytosis inh 0.7, aDG glyco act -0.4, NOD2-RIPK2 inh 8.1 and MC4R antag cAMP 8.4.
Screening O=C(Nc1ncc(Cc2ccc(SC(F)F)cc2)s1)c1ccc(OC(F)F)cc1 returned Vif imaging -9.5, ABHD5-PLIN5 inh -5.8, N-glyco inh 9.9, TLR9-MyD88 block 4.1, MC4R barr agon 32.7*, ABCB6 inh MLPCN 94.0, Exocytosis inh 0.6, aDG glyco act 0.1, NOD2-RIPK2 inh 1.4 and MC4R antag cAMP 11.2.
Screening CCNC(=S)N1CCC(NC(=O)C2CCCCC2)CC1 returned ABHD5-PLIN5 inh -2.4, TLR9-MyD88 block -0.4, MC4R barr agon -1.1, ABCB6 inh MLPCN 90.0, Exocytosis inh 1.1, aDG glyco act 0.4, NOD2-RIPK2 inh -4.6 and MC4R antag cAMP -9.4.
For N=C1S/C(=C\c2cn[nH]c2-c2ccc(F)cc2)C(=O)N1c1ccccc1F the results were Vif imaging 4.2, ABHD5-PLIN5 inh -0.1, N-glyco inh -6.4, TLR9-MyD88 block -8.4, MC4R barr agon 0.8, ABCB6 inh MLPCN 78.0, Exocytosis inh -3.3, aDG glyco act 0.3, NOD2-RIPK2 inh -8.1 and MC4R antag cAMP 1.7.
Cc1cc(NC(=O)CCC(=O)N(CC(=O)NCC2CCCO2)c2cccc(C)c2C)no1 (configuration not stated) was read as Vif imaging 2.0, ABHD5-PLIN5 inh 0.8, N-glyco inh -0.6, TLR9-MyD88 block 0.4, MC4R barr agon -0.3, ABCB6 inh MLPCN 91.0, Exocytosis inh -11.9, aDG glyco act 0.1, NOD2-RIPK2 inh -10.9 and MC4R antag cAMP 5.3.
For COc1ccccc1CNCC(=O)N1CC(=O)Nc2ccccc21 the results were Vif imaging -3.1, ABHD5-PLIN5 inh -1.5, N-glyco inh 1.3, TLR9-MyD88 block 6.6, MC4R barr agon -1.4, ABCB6 inh MLPCN 103.0, Exocytosis inh 0.4, aDG glyco act 0.5, NOD2-RIPK2 inh 5.9 and MC4R antag cAMP 6.7.
`Cc1cc(C)cc(NC(=O)C2CC(=O)n3ncnc3N2)c1` (configuration not stated) gave Vif imaging -1.6, ABHD5-PLIN5 inh 5.3, N-glyco inh -0.6, TLR9-MyD88 block 0.6, MC4R barr agon -2.0, ABCB6 inh MLPCN 98.0, Exocytosis inh -0.6, aDG glyco act -0.2, NOD2-RIPK2 inh -4.3 and MC4R antag cAMP 0.4.
For COCCn1c(N)c(N(Cc2ccccc2)C(=O)C(C)Oc2ccc(Br)cc2)c(=O)[nH]c1=O (configuration not stated) the results were Vif imaging -9.3, ABHD5-PLIN5 inh -13.6, N-glyco inh 4.2, TLR9-MyD88 block -5.0, MC4R barr agon 2.6, ABCB6 inh MLPCN 105.0, Exocytosis inh 7.6, aDG glyco act -0.4, NOD2-RIPK2 inh -2.4 and MC4R antag cAMP 14.8.
For CCOC(=O)C1CCCN(C2CC(=O)N(c3cccc(C)c3)C2=O)C1 (configuration not stated) the results were Vif imaging 8.7, ABHD5-PLIN5 inh 2.7, N-glyco inh -0.5, TLR9-MyD88 block 3.7, MC4R barr agon -2.3, ABCB6 inh MLPCN 100.0, Exocytosis inh -2.1, aDG glyco act 0.1, NOD2-RIPK2 inh -4.3 and MC4R antag cAMP 6.3.
`O=C(Nc1ccc(Cl)c(Cl)c1)Nc1nnc(-c2ccncc2)s1` gave Vif imaging -9.2, ABHD5-PLIN5 inh -3.7, N-glyco inh -6.8, TLR9-MyD88 block 2.2, MC4R barr agon 0.1, ABCB6 inh MLPCN 88.0, Exocytosis inh 0.0, aDG glyco act -0.4, NOD2-RIPK2 inh -1.2 and MC4R antag cAMP 2.7.
O=C(Nc1cccc(S(=O)(=O)N2CCOCC2)c1)c1cc2c(s1)CCC2 was read as Vif imaging -5.8, ABHD5-PLIN5 inh 0.6, N-glyco inh 1.0, TLR9-MyD88 block -4.7, MC4R barr agon -1.2, ABCB6 inh MLPCN 96.0, Exocytosis inh -1.0, aDG glyco act 0.5, NOD2-RIPK2 inh 1.1 and MC4R antag cAMP 9.5.
COc1cc(C(=O)Nc2cnc(NC(=O)C(C)C)cc2C)cc(OC)c1OC was read as Vif imaging 3.1, ABHD5-PLIN5 inh 0.0, N-glyco inh -0.1, TLR9-MyD88 block 0.7, MC4R barr agon -1.1, ABCB6 inh MLPCN 91.0, Exocytosis inh -3.0, aDG glyco act -0.1, NOD2-RIPK2 inh -5.2 and MC4R antag cAMP -3.4.
CCNC(=O)C1(C)CCN(C(=O)c2ccc(C)c(F)c2)C1 (configuration not stated) was read as ABHD5-PLIN5 inh -6.4, N-glyco inh 1.7, MC4R barr agon -1.6, ABCB6 inh MLPCN 128.0, Exocytosis inh -8.6, aDG glyco act -0.1, NOD2-RIPK2 inh -11.5 and MC4R antag cAMP 2.8.
`CCOC(=O)N1CCC(NC(=O)C2CCN(C(=O)N3CC(C)Oc4ccc(C)cc43)CC2)CC1` (configuration not stated) gave Vif imaging -3.7, ABHD5-PLIN5 inh -5.8, N-glyco inh 1.0, TLR9-MyD88 block 3.2, MC4R barr agon -3.4, ABCB6 inh MLPCN 98.0, Exocytosis inh 0.2, aDG glyco act 0.2, NOD2-RIPK2 inh 2.1 and MC4R antag cAMP 3.5.
